# Kir21 inh: Kir2.1 (mouse) channel inhibition | P35561 | HEK293-Kir2.1, FluxOR thallium flux fluorescence; active compounds read low | B-score at 10 µM | actives 0.85% (n = 310,000) | AID 1672;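 active means fluorescence ratio B-score at or below minus 3 SD of library scores, with starting-brightness B-score within 2 SD, cut at about -4.2 in these data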;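 further: channel flux triggered by added potassium and thallium sulfate stimulus; B-score of peak minus minimum fluorescence over baseline after thallium stimulus; more negative B-score means stronger Kir2.1 block with less thallium influx; some compounds called inactive have numbers as strong as hits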
# Target sequence (P35561 whole entry, looked up): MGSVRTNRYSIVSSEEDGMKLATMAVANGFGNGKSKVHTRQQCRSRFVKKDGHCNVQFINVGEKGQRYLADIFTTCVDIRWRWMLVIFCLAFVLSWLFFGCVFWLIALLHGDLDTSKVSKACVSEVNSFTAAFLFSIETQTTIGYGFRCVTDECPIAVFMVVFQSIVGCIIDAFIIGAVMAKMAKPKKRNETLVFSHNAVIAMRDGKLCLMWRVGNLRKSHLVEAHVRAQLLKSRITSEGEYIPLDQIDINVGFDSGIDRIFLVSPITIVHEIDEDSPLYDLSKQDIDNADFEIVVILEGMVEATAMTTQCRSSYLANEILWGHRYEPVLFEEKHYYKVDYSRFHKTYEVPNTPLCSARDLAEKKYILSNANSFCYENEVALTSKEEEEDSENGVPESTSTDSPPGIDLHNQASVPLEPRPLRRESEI
# CHT inh: inhibits the human high affinity choline transporter; Q9GZV3; CHT-expressing cells, membrane potential dye, choline response; active compounds read low; B-score at 10 µM; actives 0.86% (n = 310,000); AID 488975;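 active means B-score over 3 SD under the library average, and starting fluorescence ratio not unusually high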;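 further: choline stimulus applied at its EC90 after an EC20 pre-addition; B-score computed on integrated fluorescence ratio after choline addition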
# Target sequence (Q9GZV3 whole entry, looked up): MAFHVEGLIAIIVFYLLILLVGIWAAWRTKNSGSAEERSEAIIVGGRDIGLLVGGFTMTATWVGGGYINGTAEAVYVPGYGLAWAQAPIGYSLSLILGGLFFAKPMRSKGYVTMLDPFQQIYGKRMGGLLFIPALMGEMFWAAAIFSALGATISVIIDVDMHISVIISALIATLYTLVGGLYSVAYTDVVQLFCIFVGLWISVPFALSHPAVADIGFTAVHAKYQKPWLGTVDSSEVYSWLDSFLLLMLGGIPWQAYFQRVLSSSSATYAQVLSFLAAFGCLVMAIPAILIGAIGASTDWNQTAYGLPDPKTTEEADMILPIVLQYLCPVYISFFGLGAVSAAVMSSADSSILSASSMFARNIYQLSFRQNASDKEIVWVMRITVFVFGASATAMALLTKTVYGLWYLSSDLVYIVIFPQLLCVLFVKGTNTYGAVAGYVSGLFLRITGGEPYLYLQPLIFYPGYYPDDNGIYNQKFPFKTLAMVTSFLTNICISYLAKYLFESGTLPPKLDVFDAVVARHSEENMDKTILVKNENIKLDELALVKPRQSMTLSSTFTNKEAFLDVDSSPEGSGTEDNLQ
# Numbers without * were called inactive; i = inactive; nt = no result given.
SMILES,Kir21 inh,CHT inh
CCOc1ccc(C(O)C(CN2CCOCC2)c2ccccc2)cc1 (stereo not given),-1.44,i
CCOC(=O)c1cc2c(ccn2-c2ccc(F)cc2)n1CC(=O)N1CCN(C(=O)c2ccco2)CC1,0.05,i
COc1ccc(S(=O)(=O)N2CCCN(CC(=O)C(C)(C)C)CC2)cc1,2.17,i
Cc1cc(OCC(=O)Nc2ccccn2)c2c(C)cc(=O)oc2c1,-0.31,i
N#CC1(Cc2ccc([N+](=O)[O-])cc2)c2ccccc2C=CN1C(=O)c1ccccc1 (stereo not given),0.42,i
CSc1ccccc1NC(=O)CSc1nnnn1-c1ccccc1SC,0.3,i
COc1ccccc1NS(=O)(=O)c1ccc(N/N=C(\C)C(C)C)c([N+](=O)[O-])c1,-1.45,i
COc1cc(C2N(C)C(=O)c3ccccc3N2C)ccc1O (stereo not given),-0.01,i
Cc1ccc(C(=O)Nc2nc(-c3ccc([N+](=O)[O-])cc3)cs2)o1,0.06,i
CCCCn1c(C(C)NC(=O)COC)nc2ccccc21 (stereo not given),-0.03,i
COc1ccc(NC(=O)CNS(=O)(=O)c2cccs2)cc1,-0.52,i
Cc1nc(NC(=O)CN(C)S(=O)(=O)c2ccc(Cl)cc2)sc1C,-1.87,i
COc1ccc2nc(SCC(=O)C(C)(C)C)[nH]c2c1,-0.31,i
O=C(COC(=O)c1ccccc1SCC(=O)N1CCCC1)NC1CCCCC1,-1.52,i
O=C(/C=C/c1cccnc1)c1ccc([N+](=O)[O-])cc1,-1.17,i
Cc1ccc(C)c(N(C)S(=O)(=O)c2cccc3nsnc23)c1,-3.32,-5.22*
O=C(NC(=S)NCCC1=CCCCC1)c1cncc(Br)c1,0,i
COC(=O)CC1C(=O)NCCN1C(=O)CSc1nc2ccccc2o1 (stereo not given),-1.19,i
N#C/C(C(=O)Oc1ccccc1)=C1/Nc2ccccc2-c2ccccc21,-0.65,nt
COC(=O)c1c(NC(=O)COC(=O)Cn2cnc3ccccc32)sc(C)c1C,-0.1,i
CCCC(C(=O)NC(C)(C)C)N(C(=O)c1snc(C(N)=O)c1N)c1ccc2c(c1)OCCO2 (stereo not given),-2.3,i
O=C(CSc1ccccc1)Nc1ccccc1N1CCOCC1,-8.52*,i
CCC1CCC/C1=N\NC(=O)c1ccccc1Cl (stereo not given),0.21,i
CCOc1ccc(NC(=O)CSc2ccccc2N)cc1,-0.47,i
CCCCN(C)CCCNC(=O)c1cc(Nc2ccc(OC)c(OC)c2)nc2ccccc12,-0.58,i
# Further records.
SMILES,Kir21 inh,CHT inh
CC(=O)c1ccc(OCc2cc(C(=O)N(C)Cc3nc4c(C)cccc4[nH]3)no2)cc1,-0.47,i
COc1ccc(C2=NCCn3c2c2ccc(C(F)(F)F)cc2[n+]3[O-])cc1,2.08,i
CC(=O)c1c(C)[nH]c(C(=O)OCC(=O)Nc2ccc([N+](=O)[O-])cc2Cl)c1C,-1.17,i
CCc1ccccc1NC(=O)Cn1nc(C(F)(F)F)cc1C1CC1,1.17,i
Clc1ccc(C2=CSC3=NCCN23)cc1Cl,-1.12,i
O=C(CSCc1c(F)cccc1F)Nc1ccccc1,-2.53,i
CCCOP(=O)(c1ccc(N(C)C)cc1)C(O)c1ccc(Cl)cc1Cl (stereo not given),-1.17,i
CC(C)(C)C1=C(C#N)C(c2ccc3c(c2)OCO3)C(C#N)=C(N)O1 (stereo not given),-0.25,i
COC(=O)c1ccc(N2CCOCC2)c(NC(=O)c2ccc3c(c2)OCO3)c1,-0.74,i
CCn1cnc2c1c(=O)n(CC(=O)Nc1ccc3c(c1)OC(F)(F)O3)c(=O)n2Cc1ccccc1,0.43,i
O=C(NCCCN=C1NS(=O)(=O)c2ccccc21)c1ccc(S(=O)(=O)N2CCOCC2)cc1,1.25,i
Cc1cc(C(=O)NCc2ccc(S(N)(=O)=O)cc2)ccc1[N+](=O)[O-],0.89,i
CCOC(=O)CSc1nnc(NC(=O)c2ccc3c(c2)OCO3)s1,-0.89,i
COC(=O)c1cc(NC2c3ccccc3C(=O)N2c2cccnc2)cc(C(=O)OC)c1 (stereo not given),-0.07,i
Cc1cc(C(=O)N/N=C/c2c(C)n(C)c3ccccc23)n[nH]1,1.11,i
Cc1nc(NS(=O)(=O)c2ccccc2)sc1C(C)(C)C,-1.22,i
NC(=O)CC(NC(=O)c1cccc(Br)c1)c1ccc(N2CCC(N3CCCC3)CC2)c([N+](=O)[O-])c1 (stereo not given),0.63,i
CC(/C=N/NC(=O)c1nn(C)c(C)c1Br)=C\c1ccccc1,0.32,i
COc1ccccc1-c1ocnc1C(=O)N1CCN(S(=O)(=O)c2ccc(NC(C)=O)cc2)CC1,0.29,i
COc1ccc(-n2cc(-c3ccc(Cl)cc3)[nH]c2=S)cc1,0.12,i
CCC(C)[C@H](N)c1cn([C@@H](Cc2ccc(O)cc2)C(=O)N2CCNCC2)nn1 (stereo not given in full),0.04,i
CC(C)c1nnc2c(N(C)S(=O)(=O)c3ccccc3)nc3ccccc3n12,-0.83,i
COc1ccc(OC)c(/C=N/N=C(\N)c2nonc2N)c1,1.25,i
Cc1ccc(N=Cc2c(C)[nH]n(-c3ccccc3)c2=O)nc1,0.61,i
Cc1cc(C(=O)NC(=S)Nc2cccc(NC(=O)C(C)C)c2)ccc1[N+](=O)[O-],-0.05,i

# Next section, starting with the last 4 of the part before.
SMILES,Kir21 inh,CHT inh
CC(C)c1nnc2c(N(C)S(=O)(=O)c3ccccc3)nc3ccccc3n12,-0.83,i
COc1ccc(OC)c(/C=N/N=C(\N)c2nonc2N)c1,1.25,i
Cc1ccc(N=Cc2c(C)[nH]n(-c3ccccc3)c2=O)nc1,0.61,i
Cc1cc(C(=O)NC(=S)Nc2cccc(NC(=O)C(C)C)c2)ccc1[N+](=O)[O-],-0.05,i
CCN1CCCC1CNC(=O)c1ccccc1Cl (stereo not given),1.4,i
CC(C)(C)c1ccc(C(=O)NCCCNC(=O)c2ccccn2)cc1,0.3,i
O=C(COc1ncnc2ccccc12)Nc1cc(S(=O)(=O)N2CCOCC2)ccc1Cl,-0.01,i
CC1Cc2ccccc2N1C(=O)CSc1ncccn1 (stereo not given),-0.38,i
O=C(CN(Cc1cccs1)C(=O)c1csnn1)NC1CCCC1,-0.27,i
COc1ccc(/C(C)=N\NC(=O)CNC(=O)C(c2ccccc2)c2ccccc2)cc1OC,1.56,i
COc1ccc(CCN2CC(C(=O)N(C)Cc3ccc(C)o3)CCC2=O)cc1 (stereo not given),-0.06,i
COCCOC(=O)C1=C(C)NC2=C(C(=O)CC(C)(C)C2)C1c1cc2c(cc1Br)OCO2 (stereo not given),1.36,i
CS(=O)(=O)c1nc(-c2ccccc2)cc(-c2ccccc2)c1C#N,1.89,i
Cc1cc(NC(=O)CSc2nnc(C3CC3)n2Cc2ccccc2)no1,1.43,i
COc1cccc(-c2ccc(-c3noc(-c4cccs4)n3)c(OC)n2)c1,-0.73,i
CC(C)c1nnc(NC(=O)c2ccc(N3C(=O)CCC3=O)cc2)s1,-2.14,i
C#CCNc1cc(C)nc2ncnn12,0.24,i
O=C(CCC(=O)OCC(=O)c1ccc(Br)cc1)Nc1ccc(Br)c2cccnc12,0.49,i
O=C(N/N=C/c1ccsc1)C1CC1,-0.72,i
COC(C[C@H]1O[C@@H]1C(=O)[C@H](C)OCc1ccccc1)OC,0.62,i
COc1ccc(N=Cc2sc(O)c3ccccc23)cc1,-1.13,i
Cc1ccc2nsnc2c1S(=O)(=O)N1CCN(C(=O)C2CCCO2)CC1 (stereo not given),0.01,i
O=c1[nH]c(CN2CCN(S(=O)(=O)/C=C/c3ccccc3)CC2)nc2cc(Cl)ccc12,-0.19,i
CNc1nc2cccnc2s1,-0.23,i
C=CCn1c(=O)c2c(nc3n2CC(C)CN3CCc2ccccc2)n(C)c1=O (stereo not given),0.25,i
CSCCn1c(C(C)(C)C)cc(C(=O)O)c1C,-0.82,i
O=C(CSc1n[nH]c(=O)[nH]c1=O)c1cccc([N+](=O)[O-])c1,1.66,i
COc1ccc(C(=O)CCS(=O)(=O)c2ccc(F)cc2)cc1OC,-0.39,i
C=CCn1c(SCC(=O)C(C)(C)C)nnc1-c1ccccn1,-0.26,i

# Two compounds picked at random from those above:
SMILES,Kir21 inh,CHT inh
O=C(CSc1n[nH]c(=O)[nH]c1=O)c1cccc([N+](=O)[O-])c1,1.66,i
O=C(COc1ncnc2ccccc12)Nc1cc(S(=O)(=O)N2CCOCC2)ccc1Cl,-0.01,i

# Following part:
SMILES,Kir21 inh,CHT inh
CCOc1ncccc1C(=O)OCC(=O)N1CCc2ccccc21,-0.79,i
C=CCN(N=Nc1cccc([N+](=O)[O-])c1)c1cccc([N+](=O)[O-])c1,-0.07,i
CC(=O)Nc1ccc(Nc2ccc3c4c(cc(=O)n3C)-c3ccccc3C(=O)c24)cc1,-0.3,i
COc1ccc(N(CCCN2C(=O)c3cccc4cccc(c34)C2=O)C(=O)c2cccnc2)cc1,-0.2,i
N#Cc1sc(NCc2cccc(Cl)c2)nc1Cl,0.39,i
Cc1cc(C)cc(NC(=O)Nn2cnnc2)c1,0.43,i
CCCOc1ccc(NC(=O)CC2C(=O)N(CC)C(=S)N2CCNC(C)=O)cc1 (stereo not given),0.26,i
N#Cc1ccsc1NC(=O)CN1CCCCCC1,0.93,i
Cc1nnc(SCC(=O)Nc2nnc(SCc3cccc(Br)c3)s2)s1,1.3,i
COc1ccc(-n2ncc3c2CC(C)(C)CC3NC(=O)c2ccnn2C)cc1 (stereo not given),-0.6,i
COC(=O)Cn1cc(C(=O)C(F)(F)F)c2ccccc21,-0.21,i
COc1ccccc1OCC(=O)Nc1ccc(S(=O)(=O)Nc2cc(C)nc(C)n2)cc1,3.06,i
CNS(=O)(=O)c1cn(CC(=O)N(C)Cc2ccccc2)cc1S(=O)(=O)NC,-1.12,i
Cc1ccccc1Cn1nc(C)c(NC(=O)c2ccccc2)c1C,0.62,i
CCN(CC)C(=O)Cn1cc(C(=O)C(=O)N2CC=C(c3ccccc3)CC2)c2ccccc21,-0.2,i
COCc1cc(C)nc(NCCO)c1C#N,-0.44,i
CCOc1cccc(C2/C(=C(/O)c3ccc4c(c3)CC(C)O4)C(=O)C(=O)N2CCCn2ccnc2)c1 (stereo not given),-2.43,i
Cc1ccc(-c2csc3ncnc(SCC(=O)NCc4ccc5c(c4)OCO5)c23)cc1,0.58,i
COc1ccc(Cl)cc1NS(=O)(=O)c1c(C)nc2sccn2c1=O,0.09,i
Cn1cc(CN2CCCC(CNC(=O)c3ccc4c(c3)OCO4)C2)c2ccccc21 (stereo not given),-0.04,i
CN(C)C(=O)NC1CCCCCCCCCCC1,-0.28,i
Cc1ccc(OCC(=O)Sc2ccc(C)cc2)cc1,-1.46,i
CCOC(=O)/C(C#N)=C1/C=CN(C)C(C)=N1,1.01,i
CN1CCN(CC(=O)Nc2c(C#N)cnn2-c2ccccc2)CC1,0.47,i
O=C1N(Cc2cccc(Cl)c2)C[C@@H]2C[C@@H](c3ccsc3)N3CCC[C@@]123,-0.43,i

# Complete entries, looked up by structure. Order of screens: Kir21 inh, CHT inh
# Cc1ccc(-c2csc3ncnc(SCC(=O)NCc4ccc5c(c4)OCO5)c23)cc1 in the list: 0.58, i
# C=CCN(N=Nc1cccc([N+](=O)[O-])c1)c1cccc([N+](=O)[O-])c1 in the list: -0.07, i
# COc1ccc(N(CCCN2C(=O)c3cccc4cccc(c34)C2=O)C(=O)c2cccnc2)cc1 in the list: -0.2, i
# CC(=O)Nc1ccc(Nc2ccc3c4c(cc(=O)n3C)-c3ccccc3C(=O)c24)cc1 in the list: -0.3, i
# Cn1cc(CN2CCCC(CNC(=O)c3ccc4c(c3)OCO4)C2)c2ccccc21 (stereo not given) in the list: -0.04, i

# More compounds.
SMILES,Kir21 inh,CHT inh
O=C(Nc1ccnn1C1CCN(Cc2cc(Cl)ccc2O)CC1)C1CC1,1.19,i
Cc1ccc2nc(Cl)c(/C=C/C(=O)c3ccco3)cc2c1,-0.57,i
COc1ccc(OCCC(=O)OCC(=O)c2ccc[nH]2)cc1,-1.16,i
CCCOc1ccc(C(NC(=O)CC(C)C)NC(=O)CC(C)C)cc1OC,0.02,i
O=C(C[n+]1cc(Br)cc(Br)c1)c1ccccc1,0.84,i
O=C(CN1CCOCC1)N1CCN(c2ccc([N+](=O)[O-])cc2)CC1,0.29,i
O=C(Cn1cnc2c(cnn2-c2ccccc2)c1=O)N1CCOCC1,nt,i
Cc1cnc(C(=O)NCc2ccc(Cl)cc2Cl)cn1,-0.09,i
O=C(CCCn1c(=O)[nH]c2ccsc2c1=O)Nc1ccc(F)cc1,2.03,i
CCNC(=O)c1cc2ccccc2o1,-0.66,i
COc1ccccc1-n1cc2ccc([N+](=O)[O-])cc2n1,-1.99,i
CCOC(=O)C1=C(N)N2C(=O)C(C)SC2=C(C(=O)OC)C1c1ccccc1OC (stereo not given),nt,i
CCOC(=O)CNC(=O)CSc1nc(NCc2ccccc2)nc(N(C)C)n1,0,i
Cn1c(=O)oc2cc(S(=O)(=O)NCCC(=O)N3CC=C(c4ccccc4)CC3)ccc21,-2.4,i
CN(CC(=O)Nc1ccc(F)cc1)C(=O)c1ccncc1,0.55,i
CCOC(=O)C(CCCOc1cccc(OC)c1)C(=O)OCC,0.43,i
Cc1nc2c(cnn2-c2ccc(Cl)cc2)c(=O)n1-c1ccc(N2CCC(C)CC2)cc1,0.07,nt
Cc1ccc(CNc2nc3ccc(C)cc3n3cnnc23)cc1,-0.12,i
Fc1ccc2c(c1)C(c1ccncc1)=NNC(c1ccc(Cl)cc1)=N2,3.29,i
COc1ccc(NC(=O)CCn2c(=S)[nH]c3ccccc3c2=O)cc1,-0.57,i
COc1ccc(OC)c(N/C=C/C(=O)c2ccc(OC)c(OC)c2)c1,2.26,i
Cc1ccc(NC(=O)COC(=O)c2cc(Cl)cc(Cl)c2)c(Br)c1,0.26,i
CCOCc1nnc(NC(=O)C2CCN(C(=O)C3CC(=O)N(c4ccc(C)cc4)C3)CC2)s1 (stereo not given),0.74,i
CC(C)CCNC(=O)c1ccc(Cl)c(N)c1,0.71,i
